Screens as filed in PubChem BioAssay.
PrPC TRFRET: reduces human prion protein on the cell surface. cell surface PrPC, TR-FRET read-out. inhibition, % at 13.8 µM. hit rate 0.43% among 370,000; in the data active = inhibition above about 24%; note: 0% = median of the test wells and 100% = reference compound wells
CCHFV vOTU inh: blocks the CCHF virus ovarian tumor domain protease; CCHFV vOTU protease, Pep-AMC fluorescence; inhibition, % at 11.5 µM; hit rate 0.55% among 370,000; in the data active = inhibition above about 30%; note: 0% = vehicle wells with enzyme and 100% = no enzyme wells
Numbers without * were called inactive.

SMILES	PrPC TRFRET	CCHFV vOTU inh
CN(C)Cc1cn(-c2ccc(-c3noc4c3C(=O)N(CC(=O)N3CCOCC3)CC4)cc2)nn1	-5.7	-6.1
CCCCCNC(=O)c1nc(-c2c(F)cccc2F)oc1-c1ccccc1	13.1	27.0
CCOC(=O)[C@]12CCCC=C1N(CCc1ccc(Cl)cc1)C(=O)[C@@H]2CC(=O)NCCC(C)C	0.7	9.3
COc1ccc(Cn2cc(COC(=O)N(C)Cc3ccccc3)nn2)cc1	6.2	-2.1
O=C(Nc1ccc(F)cc1F)c1cc2ncc(Br)cn2n1	-2.4	15.6
O=C1c2[nH]nc(-c3ccccc3)c2C(c2cccc(C(F)(F)F)c2)N1c1ccccc1 (stereo not given)	2.5	14.9
COC(=O)C1(C(=O)OC)C[C@H](c2cccs2)N(Cc2ccccc2OC)[C@@H]1c1ccc(F)cc1	6.9	11.1
CCOC(=O)CC[C@@]1(C(=O)OCC)C[C@@H](CC(=O)N2CCSCC2)C(=O)N2CCCC=C21	-3.0	-1.1
CCC(C(=O)NCc1ccccc1)n1c(-c2ccc3c(c2)CCO3)nc2ccccc21 (stereo not given)	4.7	-1.8
COC(=O)[C@]12C[C@H](CC(=O)NCc3ccc(OC)c(OC)c3)C(=O)N(Cc3ccco3)C1=C[C@H](C(C)(C)C)O[C@@H]2C	4.5	17.6
O=[N+]([O-])c1ccc(Cl)c(CN2CCN(c3ncc(Cc4ccccc4)cn3)CC2)c1	-14.3	17.3
CCCCN1CCS(=O)(=O)N(Cc2cn(Cc3cccc(Cl)c3)nn2)C(C(=O)OC)C1 (stereo not given)	2.0	-3.4
COC(=O)C1=C(C)N(Cc2ccc(F)cc2)C(=S)NC1c1ccc(Cl)cc1 (stereo not given)	7.3	-0.1
CC(C)[C@@H](NC(=O)OC(C)(C)C)c1cc(C(=O)c2c(-c3ccccc3)[nH]c3ccccc23)c(N)s1	41.3*	12.8
C=CCN(CC#Cc1ccccc1)CC1CC1	4.2	-3.0
O=C(Nc1ccccc1)n1ccc2ccc(-c3ccc4cc[nH]c4c3)cc21	2.8	14.3
N#Cc1cccc(NC(=O)OCCN2C(=O)CCC23CCC(c2ccc(Cl)cc2)CC3)c1 (stereo not given)	-0.2	0.1
CCOC(=O)C1CSCCS(=O)(=O)N1Cc1cc(F)ccc1Br (stereo not given)	-0.1	3.5
O=C(NCCc1ccccc1)OCc1cn(-c2ccc(F)c(F)c2)nn1	9.6	13.6
CCOC(=O)Cc1csc2nc(-c3ccccc3)cn12	6.8	11.9
COC(=O)C[C@H]1C=C[C@H](NC(=O)Nc2ccccc2F)[C@@H](CO)O1	3.4	-15.5
CCOC(=O)[C@]12CCCC=C1N(CCC1=CCCCC1)C(=O)[C@H](CC(=O)NCc1ccccc1)C2	5.1	15.8
Cc1c[nH]c2cccc(-c3ccc(Cl)cc3)c12	7.6	1.9
CCOC(=O)CC[C@H]1CC[C@]2(CCCN(C(=O)c3ccco3)C2)O1	-4.3	-3.4
O=C(Nc1nc2ncccn2c1-c1ccc(F)c(F)c1)c1ccc(F)cc1	0.7	-9.6
CCOC(=O)C(=O)N1CCC(C(=O)NC2CCCc3ccccc32)CC1 (stereo not given)	-1.6	2.5
O=S1(=O)c2ccc(N3CCSCC3)cc2Oc2ccccc2CN1Cc1cn(Cc2cccc(F)c2)nn1	0.5	-3.2
COC(=O)C1=C(C)N(Cc2ccccc2C(F)(F)F)C(=NCc2cccc(C(F)(F)F)c2)NC1CCc1ccccc1 (stereo not given)	0.3	12.7
O=C(CCCCCn1c(=O)[nH]c2ccccc2c1=O)NC1CCCC1	0.7	5.8
COC(=O)c1ccsc1NS(C)(=O)=O	-7.5	30.6*
Brc1ccc(CSc2nnc(SCc3ccccc3)s2)cc1	-6.9	-1.6
CCc1c(-c2ccc(OC)c(OC)c2)ncn1CCc1ccccc1OC	0.6	5.6
Cc1ccc(-n2c(SCC(=O)Nc3ccc(OCc4ccccc4)cc3)nnc2-c2ccccc2)cc1	-0.5	3.2
C=CCn1c(SCC(=O)O)nnc1-c1ccco1	-1.6	2.1
Cc1cccc(C)c1NC(=O)C(CCc1ccccc1)N1CCN(C)CC1 (stereo not given)	-8.1	-2.1
O=S1(=O)c2ccc(N3CCC[C@H]3CO)cc2O[C@@H]2CCN1C2	-4.0	-0.1
COc1cccc(OCCCN2CCC(C(O)(c3ccccc3)c3ccccc3)CC2)c1	-14.2	-6.8
CN(C(=O)CSc1ncnc2c(-c3cccs3)nsc12)C1CCCCC1	-5.3	-9.3
CCC(C)[C@@H](C(=O)OC)N(CCc1cn(Cc2ccccc2)nn1)S(=O)(=O)c1ccccc1Br (stereo not given in full)	2.1	7.9
COc1cccc(CNC(=O)[C@H]2CCCN2C(=O)[C@H]2CCCN2C(=O)c2ccc(F)cc2)c1	5.4	1.8
O=C(C[C@H]1CC[C@H](NC(=O)Nc2ccccc2F)[C@@H](CO)O1)NCc1ccc(-c2ccccc2)cc1	-4.3	-2.0
CN1[C@@H](Cc2ccccc2)COc2cc(N3CCCC3)ccc2S1(=O)=O	-0.9	-1.9
CCCN1C(=O)c2[nH]nc(-c3ccccc3)c2C1c1ccc(C)cc1 (stereo not given)	10.7	9.1
Cc1nc(N2CCCCC2C)c2nnn(Cc3ccccc3)c2n1 (stereo not given)	2.0	1.9
COc1ccc(-n2c(SCC(=O)Nc3ccccc3-c3ccccc3)nnc2-c2cccnc2)cc1	-5.7	-3.0
C#CCNC(=O)C[C@H]1C[C@@]2(C(=O)OC)C(=C[C@H](C3CCCC3)O[C@@H]2C)N(CCc2ccc(OC)c(OC)c2)C1=O	-1.8	2.1
CCOC(=O)CC[C@H]1CC[C@]2(CCCN(C(=O)C3CCCC3)C2)O1	-4.5	-2.8
COC(=O)c1cc2c(c3c4cc(F)ccc4n(S(=O)(=O)c4ccccc4)c13)C(=O)N(Cc1ccccc1)C2	9.0	9.2
CCCC[C@@H]1C(=O)N2N=Cc3cscc3[C@H]2N2N=Cc3cscc3[C@@H]12	-13.8	4.8
Cc1cc(Oc2cccnc2)ccc1NC(=O)Cc1c[nH]c2ccccc12	5.0	17.4
COCc1[nH]nc2c1C(c1ccc(C)cc1)N(c1ccc(OC)cc1)C2=O (stereo not given)	-0.9	-0.4
O=C(O)C1=CCC(c2ccc(Cl)c(Cl)c2)N(S(=O)(=O)c2ccc(F)cc2)C1c1cccc(F)c1 (stereo not given)	5.1	36.6*
O=C(NCc1ccccc1)[C@@H]1CCCN1C(=O)[C@H]1CCCN1C(=O)c1cc(F)cc(F)c1	1.3	-7.3
CC(C)NC(=O)N[C@H]1C[C@@H]2O[C@@H](CO)CC[C@@H]2O[C@@H]1CCc1ccc(-c2ccccc2F)cc1	-5.9	0.6
COc1ccccc1NC(=O)OC1CC2CC1[C@H]1CCCCN1[C@H]2C (stereo not given in full)	-10.1	-2.9
COC(=O)C1CN(C2CCCC2)CCS(=O)(=O)N1Cc1ccc(F)cc1 (stereo not given)	7.9	-4.6
Cc1cc(NC(=O)OC(C)(C)C)c(-n2nnnc2C(C(=O)c2ccccc2)N2CCOCC2)cc1C (stereo not given)	15.4	11.9
COc1ccc(-n2c(SCC(=O)NNC(=S)Nc3ccc(C)cc3)nnc2-c2ccccc2)cc1	-2.1	5.6
Clc1ccc(CN2CCN(c3ncc(Cc4ccccc4)cn3)CC2)c(Cl)c1	-5.2	3.5
Cc1ccc(C)c(NC(=O)CSc2nc(C)cc(=O)[nH]2)c1	8.8	1.2

Reprinted at random: 6 compounds from above.
SMILES	PrPC TRFRET	CCHFV vOTU inh
CN(C(=O)CSc1ncnc2c(-c3cccs3)nsc12)C1CCCCC1	-5.3	-9.3
Cc1ccc(C)c(NC(=O)CSc2nc(C)cc(=O)[nH]2)c1	8.8	1.2
O=C(Nc1ccccc1)n1ccc2ccc(-c3ccc4cc[nH]c4c3)cc21	2.8	14.3
CCOC(=O)CC[C@H]1CC[C@]2(CCCN(C(=O)C3CCCC3)C2)O1	-4.5	-2.8
COc1ccc(-n2c(SCC(=O)Nc3ccccc3-c3ccccc3)nnc2-c2cccnc2)cc1	-5.7	-3.0
CCOC(=O)Cc1csc2nc(-c3ccccc3)cn12	6.8	11.9

Additional structures:
SMILES	PrPC TRFRET	CCHFV vOTU inh
COc1ccc(C2C(C(=O)N3CCN(C=O)CC3)CC(=O)N2c2ccc(OC)cc2)cc1 (stereo not given)	2.1	-2.7
CN1CCCCC(NC(=O)CSc2ccccc2)C1=O (stereo not given)	-6.4	-14.3
CC(=O)C1=C(C)NC(=S)NC1c1ccc(F)cc1 (stereo not given)	6.4	-3.8
COc1ccc(N2CCN(C(=O)C3CCN(S(=O)(=O)c4ccc5c(c4)CC(C)N5C(=O)C4CC4)CC3)CC2)cc1 (stereo not given)	7.7	15.7
COC(=O)[C@H](Cc1ccccc1)NC(=O)[C@H]1C[C@@]2(N3CCCC3)c3ccccc3N(C(=O)OC(C)(C)C)[C@H]2N1C(=O)OC(C)(C)C	2.9	19.9
COc1ccc(C(C(=O)NC2CCCC2)n2c(CSCCOc3ccccc3)nc3ccccc32)cc1 (stereo not given)	-3.0	10.1
CC(=O)OC12CCCN(C1)/C(=C/c1ccccc1)C2 (stereo not given)	-5.2	0.0
COc1cc2c(c(OC)c1OC)C1(CCCCC1)CC2NS(=O)(=O)C(C)C (stereo not given)	7.5	0.3
CCOC(=O)C(CNc1ccc(O)cc1)NC(=O)c1ccccc1 (stereo not given)	-11.9	48.9*
Cn1c(=O)c2[nH]c(SCC(=O)N3CCN(c4cccc(C(F)(F)F)c4)CC3)nc2n(C)c1=O	0.2	-9.2
O=C(CN1C(=O)C2(OCCCO2)c2ccccc21)NCc1ccccc1Cl	0.1	0.6
O=c1[nH]c2cc(Br)c(Br)nc2[nH]1	-6.0	-5.8

Part of the list above, with values under each structure.
Value order: PrPC TRFRET | CCHFV vOTU inh
O=C(Nc1ccc(F)cc1F)c1cc2ncc(Br)cn2n1
    -2.4 | 15.6
O=C(Nc1ccccc1)n1ccc2ccc(-c3ccc4cc[nH]c4c3)cc21
    2.8 | 14.3
O=C(O)C1=CCC(c2ccc(Cl)c(Cl)c2)N(S(=O)(=O)c2ccc(F)cc2)C1c1cccc(F)c1 (stereo not given)
    5.1 | 36.6*
CCOC(=O)[C@]12CCCC=C1N(CCc1ccc(Cl)cc1)C(=O)[C@@H]2CC(=O)NCCC(C)C
    0.7 | 9.3

Continuation.
SMILES	PrPC TRFRET	CCHFV vOTU inh
COc1ccccc1Cc1c(-c2ccc(F)cc2)nc2c3ccccc3ccn12	-3.1	11.0
Cc1ccc(-c2nc(C3CCCN(S(=O)(=O)c4ccc(C)c(C)c4)C3)no2)cc1 (stereo not given)	5.5	14.3
COc1ccc(C(=O)C2(C(=O)Nc3cc(C)cc(C)c3)CC(c3ccccn3)=NO2)cc1 (stereo not given)	-3.2	4.2
O=C1C2CC=CCC2C(=O)N1SC(Cl)(Cl)Cl (stereo not given)	7.8	3.8
O=C(C(=O)N1CCC(CNS(=O)(=O)c2cccc3ccccc23)CC1)c1cccs1	-1.2	-0.9
CCOC(=O)[C@]12CCCC=C1N(Cc1ccc(OC)cc1)C(=O)[C@@H]2CC(=O)NCc1ccc(C)o1	7.9	6.7
COCCCN1C(=O)[C@H](CC(=O)N2CCN(C(=O)c3ccco3)CC2)[C@]2(C(=O)OC)CCCCC=C12	4.7	12.3
Cc1ccc(S(=O)(=O)C[C@@H]2OC[C@H](Cc3ccccc3)N2S(=O)(=O)c2ccc(C)cc2)cc1	0.8	14.2
O=c1[nH]nc2c3ccccc3occ1-2	2.0	-0.6
O=C(CN(CCc1ccccc1)S(=O)(=O)c1ccc(Cl)s1)N1CCOCC1	-7.2	0.9
CCOC(=O)N1CCN(C(=O)C[C@@H]2C(=O)N(Cc3ccc(OC)cc3)/C3=C/CCCCC[C@@]32C(=O)OCC)CC1	-0.6	5.6
COc1ccccc1C(=O)NC1CCCCN(Cc2ccc(Cl)cc2)C1=O (stereo not given)	0.4	4.9
C[C@H]1[C@@H]2C[C@@]3(O[C@H](c4ccc(C(F)(F)F)cc4)N=C3C[C@@H]1c1ccccc1)N(Cc1ccncc1)C2=O	1.1	11.4
C=CCn1c(SCC(=O)Nc2ccccc2-c2ccccc2)nnc1-c1ccccc1	11.4	17.0
N#Cc1ccc(Cn2ccc3ccc(-c4ccc5ccn(Cc6ccc(C#N)cc6)c5c4)cc32)cc1	7.4	8.2
Cc1ccc(S(=O)(=O)N2CCCC(C(=O)Nc3c(C)n(C)n(-c4ccccc4)c3=O)C2)cc1C (stereo not given)	5.6	11.6
CN(Cc1ccccc1)S(=O)(=O)c1cccc(C(=O)OCC2CCCCC2)c1	-2.2	8.6
CCC(C(=O)NCc1ccccc1)n1c(Cc2cc(F)cc(F)c2)nc2ccccc21 (stereo not given)	6.6	3.7
Cc1cc(CN2CCN(c3ncc(Cc4ccccc4)cn3)CC2)cc(C)c1O	-10.4	24.7
CC(C)NC(=O)C1(C)CN(S(C)(=O)=O)CC(=O)N1C1CC1 (stereo not given)	3.3	-3.4
Cc1[nH]c2ccccc2c1C(=O)c1cc([C@H](NC(=O)OC(C)(C)C)C(C)C)sc1N	10.8	15.9
CC(C)N(Cc1ccccc1)S(=O)(=O)c1n[nH]c(C(C)(C)C)n1	5.2	11.4
COc1ccc(C(C(=O)c2ccccc2)c2ccccc2)cc1 (stereo not given)	-7.9	2.2
COC(=O)c1cc2c(c3c4cc(C)ccc4n(S(=O)(=O)c4ccc(C)cc4)c13)C(=O)N(Cc1ccc(C(F)(F)F)cc1)C2	5.7	14.2
CCOC(=O)CCCNC(=O)OC1CCC12CCC(c1ccccc1)CC2 (stereo not given)	3.7	10.6
Cc1cccc(C)c1NC(=O)C1(C)CN(S(C)(=O)=O)CC(=O)N1C1CC1 (stereo not given)	-3.9	-6.0
CCCCCCCCN1CCS(=O)(=O)N(Cc2ccccc2)C(C(=O)OC)C1 (stereo not given)	12.0	19.2
N#Cc1cc(F)cc(OC[C@@H](O)CN2CCC(C(O)(c3ccccc3)c3ccccc3)CC2)c1	-3.8	13.6
COc1ccc(C(=O)NCCNc2nc3cc(C)cc(C)c3cc2C#N)c(OC)c1	-8.0	-20.3
Cc1ccccc1C(=O)N[C@@H](Cc1cccnc1)C(=O)N1CCC[C@H]1C(=O)NCCc1ccccc1Cl	-5.2	-3.6

A portion of the library; rates above refer to the full screens.
